yeast sgs1 mgt1: NCI yeast anticancer drug screen, S. cerevisiae sgs1 mgt1 strain; % growth inhibition at 50 µM; hit rate 10% among 78,000; AID 161;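 note: 0% = growth of vehicle-only cultures of the same strain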
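This yeast growth screen uses a strain with defined DNA-repair lesions; compound-treated growth is compared with vehicle-treated growth.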
bub3: NCI yeast anticancer drug screen, S. cerevisiae bub3 mutant strain; % growth inhibition at 50 µM; hit rate 9.9% among 78,000; AID 167;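 note: 0% = growth of vehicle-only cultures of the same strain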
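Mutant yeast screening strain plus compound; vehicle-treated cultures serve as the 0% inhibition reference.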
yeast rad50: NCI yeast anticancer drug screen, S. cerevisiae rad50 strain; hit rate 10% among 79,000; % growth inhibition at 50 µM;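 note: 0% = growth of vehicle-only cultures of the same strain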
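Inhibition values express reduced yeast growth in compound-treated cultures relative to vehicle-treated controls.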
mec2-1: NCI yeast anticancer drug screen, S. cerevisiae mec2-1 strain; growth inhibition, % at 50 µM; hit rate 9% among 79,000; AID 157;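 note: 0% = growth of vehicle-only cultures of the same strain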
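Test agents were screened against the mec2-1 yeast strain, with defined DNA repair or cell cycle alteration. Growth was scored as inhibition against vehicle-only controls.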
yeast mlh1 rad18: NCI yeast anticancer drug screen, S. cerevisiae mlh1 rad18 strain; AID 175; growth inhibition, % at 50 µM; hit rate 11% among 79,000;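 note: 0% = growth of vehicle-only cultures of the same strain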
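Test agents were incubated with a yeast strain of defined genotype (DNA damage repair defect). Inhibition of growth was derived by comparison with vehicle-exposed cultures.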
cln2 rad14: NCI yeast anticancer drug screen, S. cerevisiae cln2 rad14 strain; growth inhibition, % at 50 µM; hit rate 8.3% among 78,000; AID 165;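 note: 0% = growth of vehicle-only cultures of the same strain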
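Yeast strain cln2 rad14, bearing defects in cell cycle control and DNA repair, serves as the test system; values reflect growth inhibition compared with vehicle.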
Starred values were filed as active, the others as inactive. Cut-off read from the data, not from the text of the source: active = growth inhibition above about 70%; inactive = the rest. Random draw from the library; overall some 14% were active at least once.

Letters: A = yeast sgs1 mgt1; B = bub3; C = yeast rad50; D = mec2-1; E = yeast mlh1 rad18; F = cln2 rad14
[1] CCCC(C)(O)CCC(C)(O)CCC (stereo not given)
  A: -6	B: -20	C: -5	D: -4	E: 2	F: 1

[2] O=C(CCC(=O)c1ccccc1)NCc1ccccc1
  A: 4	B: 6	C: 11	D: -6	E: 2	F: 6

[3] CC/S(=N\S(=O)(=O)c1ccc(C)cc1)c1cccc[n+]1[O-] (stereo not given)
  A: 98*	B: 96*	C: 96*	D: 97*	E: 95*	F: 91*

[4] COC(=O)C1=CCOc2c1c(C(=O)OC)nn2C
  A: -2	B: -11	C: -5	D: -8	E: 25	F: 6

[5] O=C(O)C1Nc2ccccc2NC1=O (stereo not given)
  A: -6	B: -4	C: 4	D: -3	E: 3	F: -47

[6] C1Cc2nnnn2C1
  A: 1	B: -8	C: -7	D: -20	E: 13	F: -3

[7] COc1ccc(C(=O)NC(=S)Nc2cccc([N+](=O)[O-])c2)cc1
  A: 35	B: 25	C: -7	D: 30	E: 28	F: -22

[8] CCCCCCC(=O)CC(SCC)c1ccccc1Cl (stereo not given)
  A: -3	B: -11	C: 3	D: -1	E: -64	F: -1

[9] O=C(CC(=O)c1cccc([N+](=O)[O-])c1)C(=O)Nc1nc([N+](=O)[O-])cs1
  A: 14	B: 17	C: -16	D: -11	E: 4	F: 18

[10] CCC1C(C#N)(C#N)C1(C#N)C#N
  A: 7	B: 1	C: -5	D: 22	E: 12	F: 0

[11] CCOC(=O)CCC(NC(=O)c1ccc(N(C)C=O)cc1)C(=O)OCC (stereo not given)
  A: -1	B: 6	C: 11	D: -7	E: 12	F: -7

[12] COC(=O)CCn1nc(-c2ccccc2)c(-c2ccccc2)c(S(C)(=O)=O)c1=O
  A: 19	B: -3	C: 32	D: 7	E: 43	F: -3

[13] CCOC(=O)C1(C)CCCC1N (stereo not given)
  A: -18	B: -5	C: -37	D: -35	E: 16	F: 53

[14] C=CC[C@]1(C(C)C(OC(C)=O)c2ccc3c(c2)OCO3)C[C@@H](OC)C=CC1=O (stereo not given in full)
  A: 0	B: 1	C: 10	D: -1	E: 40	F: -13

[15] FC1=C2C3CCC(C3)C2C1(F)F (stereo not given)
  A: 20	B: 3	C: 12	D: 4	E: 17	F: 17

11 structures already listed, sorted by length of the SMILES, lowest first:
Letters: A = yeast sgs1 mgt1; B = bub3; C = yeast rad50; D = mec2-1; E = yeast mlh1 rad18; F = cln2 rad14
[6] C1Cc2nnnn2C1
  A: 1	B: -8	C: -7	D: -20	E: 13	F: -3

[1] CCCC(C)(O)CCC(C)(O)CCC (stereo not given)
  A: -6	B: -20	C: -5	D: -4	E: 2	F: 1

[15] FC1=C2C3CCC(C3)C2C1(F)F (stereo not given)
  A: 20	B: 3	C: 12	D: 4	E: 17	F: 17

[10] CCC1C(C#N)(C#N)C1(C#N)C#N
  A: 7	B: 1	C: -5	D: 22	E: 12	F: 0

[8] CCCCCCC(=O)CC(SCC)c1ccccc1Cl (stereo not given)
  A: -3	B: -11	C: 3	D: -1	E: -64	F: -1

[4] COC(=O)C1=CCOc2c1c(C(=O)OC)nn2C
  A: -2	B: -11	C: -5	D: -8	E: 25	F: 6

[3] CC/S(=N\S(=O)(=O)c1ccc(C)cc1)c1cccc[n+]1[O-] (stereo not given)
  A: 98*	B: 96*	C: 96*	D: 97*	E: 95*	F: 91*

[7] COc1ccc(C(=O)NC(=S)Nc2cccc([N+](=O)[O-])c2)cc1
  A: 35	B: 25	C: -7	D: 30	E: 28	F: -22

[12] COC(=O)CCn1nc(-c2ccccc2)c(-c2ccccc2)c(S(C)(=O)=O)c1=O
  A: 19	B: -3	C: 32	D: 7	E: 43	F: -3

[14] C=CC[C@]1(C(C)C(OC(C)=O)c2ccc3c(c2)OCO3)C[C@@H](OC)C=CC1=O (stereo not given in full)
  A: 0	B: 1	C: 10	D: -1	E: 40	F: -13

[9] O=C(CC(=O)c1cccc([N+](=O)[O-])c1)C(=O)Nc1nc([N+](=O)[O-])cs1
  A: 14	B: 17	C: -16	D: -11	E: 4	F: 18

Next records:
Letters: A = yeast sgs1 mgt1; B = bub3; C = yeast rad50; D = mec2-1; E = yeast mlh1 rad18; F = cln2 rad14
[16] COc1ccc(CC(N=Cc2ccc3c(c2)OCO3)C(=O)NC2C(CO)OC(n3cnc4c(N(C)C)ncnc43)C2O)cc1 (stereo not given)
  A: 9	B: 1	C: 25	D: 0	E: 4	F: 5

[17] O=[N+]([O-])c1ccc(F)cc1
  A: 2	B: 7	C: -1	D: 5	E: 5	F: -17

[18] COc1cc(OC)c(OC(=O)CCl)c(OC)c1
  A: 3	B: 11	C: -4	D: 1	E: 17	F: 2

[19] O=C1OC(=O)C(c2ccccc2)=C1c1ccccc1
  A: 10	B: 6	C: 11	D: 5	E: 25	F: -11

[20] CCOc1cc2c(cc1C(CC)c1ccc(OCc3ccccc3)cc1)OCO2 (stereo not given)
  A: -6	B: -7	C: 15	D: -1	E: -3	F: 5

[21] Cc1ccc2c(c1)C(C(=O)O)c1cc(C)ccc1-2
  A: 4	B: 23	C: 23	D: 8	E: -20	F: 7

[22] O=C(NC1CCCCC1NC(c1ccccc1)(c1ccccc1)c1ccccc1)C(=O)NC1CCCCC1NC(c1ccccc1)(c1ccccc1)c1ccccc1 (stereo not given)
  A: -14	B: -10	C: -34	D: -22	E: -2	F: 12

[23] O=C1N(Cl)C2C(N1Cl)N(Cl)C(=O)N2Cl (stereo not given)
  A: -18	B: 3	C: 5	D: -10	E: -13	F: -3

[24] O=S(=O)(Cc1ccccc1)/N=C\c1ccc(Cl)cc1
  A: 21	B: 4	C: 18	D: 19	E: -4	F: 4

[25] Cc1c(Cc2c(C)n(C)n(-c3ccccc3)c2=O)c(=O)n(-c2ccccc2)n1C
  A: 0	B: 10	C: 10	D: -2	E: 10	F: 13

[26] COc1cc([C@@H]2c3cc4c(cc3[C@@H](OC3OC5COC(C)OC5C(O)C3O)[C@H]3COC(=O)[C@H]23)OCO4)cc(OC)c1O (stereo not given in full)
  A: 14	B: 4	C: 12	D: 12	E: 65	F: 11

[27] CC(=O)c1cc2cc(Cl)cc(Cl)c2oc1=O
  A: 21	B: 15	C: 14	D: 16	E: 17	F: 10

[28] C=CCCCCCCCCCO
  A: -2	B: -18	C: -9	D: -11	E: -2	F: 11

[29] CCC1=C(C)C(=O)OC1n1ccc(=O)[nH]c1=O (stereo not given)
  A: 3	B: -5	C: -12	D: -3	E: -4	F: -37

[30] O=C(Cc1ccccc1)N(C(=O)c1ccccc1)c1ccccc1
  A: 11	B: 24	C: 9	D: 14	E: 16	F: 9

[31] Cc1cc2c(c(S(=O)(=O)c3ccc(Cl)cc3[N+](=O)[O-])c1)NCCC2
  A: 8	B: 16	C: 6	D: 11	E: -1	F: 15

[32] C[C@@H]1C[C@](O)([C@@H](C)Cl)C(=O)O[C@@H]2CCN3CC=C(COC(=O)[C@]1(C)O)[C@H]23
  A: -8	B: 6	C: -14	D: -16	E: -31	F: -11

[33] CONC(=O)Cc1cccc(OC)c1
  A: -2	B: -42	C: 1	D: -12	E: 1	F: -7

[34] CCCCCCCCCCCCCCCCCC(=O)NCCNC(=O)CCCCCCCCCCCCCCCCC
  A: -1	B: 2	C: -6	D: -28	E: -4	F: 21

[35] CO[C@@]1(c2ccccc2)O[C@H]2OCCC2[C@H]1c1ccc(Cl)cc1 (stereo not given in full)
  A: 40	B: 47	C: 60	D: 35	E: 40	F: 54

[36] Cc1cc(=O)[nH]c(N/N=C/c2ccc([N+](=O)[O-])o2)n1
  A: 6	B: -9	C: 5	D: -23	E: -5	F: 7

[37] O=C(Nc1ccccc1)c1cccnc1
  A: 0	B: -3	C: -4	D: -18	E: -3	F: -14

[38] Cc1ccc(O)c(C2C=CCC2)c1 (stereo not given)
  A: 23	B: -1	C: 9	D: -7	E: 4	F: 8

[39] OCC(CO)C1c2cccc3ccc4cccc1c4c23
  A: 86*	B: 54	C: 65	D: 18	E: 81*	F: 67

[40] O=C(O)C(S)(c1ccccc1)C1CCCCC1 (stereo not given)
  A: 3	B: -26	C: 8	D: 9	E: -3	F: 3

[41] NC(Cc1ccccc1)c1cccc2ccccc12 (stereo not given)
  A: 2	B: 9	C: -15	D: 0	E: 18	F: -6

[42] CN(C)Cc1ccc(C(C)(C)C)cc1-c1cc(C(C)(C)C)ccc1CN(C)C
  A: -32	B: -31	C: 2	D: 2	E: 12	F: -40

[43] N#CCCBr
  A: 7	B: 16	C: 24	D: 0	E: 31	F: -23

High-throughput results (PubChem)
